GALR2 antag = blocks the human galanin receptor 2 | GALR2-expressing cells, antagonist mode | actives 0.39% (n = 140,000) | O43603 | inhibition, % at 4 µM; in the data active means inhibition above about 27%;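 further: cells stimulated with galanin 1-16 at roughly its EC80; 0% = agonist challenge control and 100% = basal control without agonist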
Target sequence (O43603 whole entry, looked up): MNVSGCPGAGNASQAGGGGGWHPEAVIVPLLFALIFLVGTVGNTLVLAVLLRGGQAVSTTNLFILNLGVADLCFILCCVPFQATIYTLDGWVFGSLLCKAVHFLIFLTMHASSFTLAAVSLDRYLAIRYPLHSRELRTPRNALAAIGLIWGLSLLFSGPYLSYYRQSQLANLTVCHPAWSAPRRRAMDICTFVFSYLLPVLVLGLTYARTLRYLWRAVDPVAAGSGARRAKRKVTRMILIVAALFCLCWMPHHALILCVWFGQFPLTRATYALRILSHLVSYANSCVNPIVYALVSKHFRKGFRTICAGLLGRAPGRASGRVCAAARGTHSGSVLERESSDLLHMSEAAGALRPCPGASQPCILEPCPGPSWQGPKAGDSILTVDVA
Yeast lifespan up = yeast lifespan extension. S. cerevisiae growth with nicotinamide, OD615; deaD strain in restrictive glucose medium. inhibition of the nicotinamide effect, % at 10 µM. actives 0.68% (n = 130,000);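 active means inhibition above a set limit, placed 3 SD over the median of all compounds, cut at about 26% in these data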;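 further: 0% = nicotinamide-treated wells and 100% = cells grown without nicotinamide; some compounds called inactive have numbers as strong as hits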
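Buffer or medium: CSMM-D glucose medium, restrictive; test system: modified budding yeast, DeaD strain; compound: single dose 10 µM compound, 0.25% DMSO; schedule: culture preincubation 4 h, compound exposure 48 h, both 30 °C; detection: optical density (absorbance) at 615 nm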
PTEN del growth = suppresses growth of cells with PTEN deletion; HCT116 PTEN-null viability, CellTiter-Glo, 60 h; stronger effect = lower value; viability, % at 10 µM; actives 1.2% (n = 140,000);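 active means viability at or below a set limit, 4 SD under the median of all tested compounds, cut at about 3.7% in these data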;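 further: PTEN knockout HCT116 line with beta catenin targeted HCT116 as companion control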
BB579 growth dn = chemicals that inhibit yeast BB579 growth in restrictive medium (lifespan-shortening candidates). inhibition, % at 10 µM. actives 0.51% (n = 140,000). AID 804. S. cerevisiae BB579 growth, OD615, 48 h;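 active means inhibition above a set limit, 3 SD over the mean compound inhibition, cut at about 44% in these data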; further: inactives centre near -24
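System: DeaD yeast strain BB579; buffer or medium: CSMM-D dextrose restrictive medium; technique: OD at 615 nm; schedule: 4 h cell preincubation, 48 h compound exposure, 30 °C humidified; doses: single 10 µM dose; controls: amphotericin B 10 µg/mL, positive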
E-sel TNF inh = blocks E-selectin expression induced by TNF alpha | HUVEC TNFa-induced E-selectin immunofluorescence, high content | inhibition, % at 2 µM | actives 0.71% (n = 120,000);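 active means inhibition above the batch mean plus 3 SD, and confirmed as a hit on visual image review, cut at about 43% in these data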;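 further: 0% = TNF-stimulated DMSO wells and 100% = unstimulated control wells; not every result past the cut was called active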
Phagocytosis inh = blocks phagocytosis by macrophages; actives 0.07% (n = 110,000); inhibition, % at 5 µM; J774A.1 macrophage IgG-bead phagocytosis, imaging;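 active means inhibition above the mean of the plate negative controls plus 5 SD, cut at about 13% in these data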;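 further: phagocytic index as fraction of beads internalized from green versus red external bead signal; plate controls were DMSO negative control for no effect and cytochalasin-D positive control for full effect; some results beyond the cut were filed as inactive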
HCT116 bCat-KO = beta-catenin-lacking colon tumor cell growth suppression | AID 818 | actives 1.5% (n = 140,000) | HCT116 beta-catenin knockout viability, CellTiter-Glo, 60 h; stronger effect = lower value | viability, % at 10 µM;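 active means viability at or under a set limit, the compound median less 4 SD, cut at about 6% in these data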;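 further: 0% = Hyamine 1622 control at 20 µM and 100% = untreated cell control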
Measles CPE = protection of cells from measles virus; Measles virus-infected cells, CPE protection, absorbance; protection (pct of control), % at 4 µM; actives 1.5% (n = 140,000); AID 841; in the data active means protection mostly above about 24%, no sharp cut-off; inactive means mostly below about 26%; further: some compounds called inactive have numbers as strong as hits
MRP1 act = MRP-1 activation; H69AR cells + doxorubicin, viability rescue, CellTiter-Glo; viability increase, % at 10 µM; actives 0.61% (n = 140,000); AID 799;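 active means viability gain under doxorubicin at or above a set limit, the compound median plus 3 SD, cut at about 4.7% in these data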;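 further: MRP-1 overexpressing cells given doxorubicin 25 µM after compound pretreatment; 18-22 h compound pretreatment then 72 h with doxorubicin before readout; 0% = doxorubicin-only wells and 100% = vehicle-treated cells without doxorubicin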
NPY Y2 blocker = NPY-Y2 (human) receptor antagonism | inhibition, % at 2.7 µM | actives 0.99% (n = 140,000) | P49146 | NPY-Y2 expressing cells, antagonist mode; in the data active means inhibition above about 17%;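 further: 0% = vehicle with agonist challenge and 100% = reference antagonist with challenge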
Target sequence (P49146 whole entry, looked up): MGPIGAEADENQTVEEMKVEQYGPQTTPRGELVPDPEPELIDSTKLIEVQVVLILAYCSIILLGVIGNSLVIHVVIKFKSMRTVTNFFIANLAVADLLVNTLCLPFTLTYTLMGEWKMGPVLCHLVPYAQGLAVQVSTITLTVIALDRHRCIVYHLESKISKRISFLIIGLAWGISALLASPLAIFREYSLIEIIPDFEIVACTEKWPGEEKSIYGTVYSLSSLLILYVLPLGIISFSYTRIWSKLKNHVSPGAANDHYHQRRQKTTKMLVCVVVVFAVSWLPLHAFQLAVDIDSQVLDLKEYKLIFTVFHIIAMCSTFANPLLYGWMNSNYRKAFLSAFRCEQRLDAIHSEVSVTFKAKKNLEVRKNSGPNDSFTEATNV
* = called active by the depositor; . = not tested or not shown.

Abbreviations: A = GALR2 antag; B = Yeast lifespan up; C = PTEN del growth; D = BB579 growth dn; E = E-sel TNF inh; F = Phagocytosis inh; G = HCT116 bCat-KO; H = Measles CPE; I = MRP1 act; J = NPY Y2 blocker
> CCn1c(COc2ccc(OC)cc2)nnc1SCC(=O)Nc1cc(OC)ccc1OC
  A = 0 | B = -5 | C = 98 | D = -70 | E = -41 | F = -1 | G = 88 | H = 8 | I = 1.1 | J = 2
> CCN1CCN(C(c2nnnn2Cc2ccc3c(c2)OCO3)C(C)C)CC1 (stereo not given)
  A = -2 | B = . | C = 97 | D = -15 | E = -29 | F = . | G = 82 | H = 56* | I = 2.6 | J = 0
> C#CCOC(=O)CCC(=O)NCCc1ccccc1
  A = -2 | B = -7 | C = 94 | D = 22 | E = 32 | F = 0 | G = 85 | H = 4 | I = 0.7 | J = 2
> CC(=O)C1=C(O)C(=O)N(CCNCCO)C1c1ccccc1 (stereo not given)
  A = 7 | B = 0 | C = 104 | D = -15 | E = -41 | F = . | G = 100 | H = 14 | I = -1.8 | J = 0
> Cc1cccc(C)c1NC(=O)CSc1nc(COc2ccccc2)nc2ccccc12
  A = 2 | B = -10 | C = 84 | D = -23 | E = . | F = . | G = 85 | H = 7 | I = -3.4 | J = 4
> CCc1ccc(OCCOCC(O)CNC(C)CC)cc1 (stereo not given)
  A = -6 | B = 0 | C = 99 | D = -18 | E = . | F = -2 | G = 94 | H = 3 | I = -2.8 | J = 6
> ON1C(c2ccccc2)CC2(O)c3nonc3CCC12 (stereo not given)
  A = 5 | B = -6 | C = 99 | D = -30 | E = 34 | F = -1 | G = 98 | H = 9 | I = -1.5 | J = 2
> Cn1c(/C(C#N)=C(\O)CN2CCN(Cc3ccccc3)CC2)nc2ccccc21
  A = -4 | B = -2 | C = 87 | D = -3 | E = 15 | F = -3 | G = 88 | H = 13 | I = -3.6 | J = 3
> O=C(Cn1nnc(-c2ccc(CN3CCOCC3)cc2)n1)Nc1nc(-c2ccccc2)cs1
  A = -10 | B = -7 | C = 111 | D = -30 | E = -28 | F = 0 | G = 101 | H = 2 | I = 0.5 | J = 3
> COc1ccc(CNC(=O)CN(CC2CCCO2)C(=O)CNS(=O)(=O)c2ccc(F)cc2)cc1 (stereo not given)
  A = 13 | B = -4 | C = 97 | D = -10 | E = . | F = -1 | G = 97 | H = 18 | I = -1.5 | J = 4
> COc1cccc(NC(=O)COc2c(F)c(F)c(C(F)(F)F)c(F)c2F)c1
  A = 11 | B = -3 | C = 92 | D = -4 | E = -24 | F = -1 | G = 100 | H = 5 | I = -1.3 | J = 3
> Cc1ccc(NC(=O)c2ccc3c(c2)N(CC(=O)N2CCCCC2)C(=O)C(C)(C)O3)cc1
  A = -2 | B = -9 | C = 89 | D = -19 | E = . | F = 0 | G = 99 | H = 9 | I = -4.9 | J = 2
> COc1ccccc1C(=O)N/C(=C/c1ccc(Br)cc1)C(=O)NCC(=O)O
  A = 2 | B = -12 | C = 89 | D = -3 | E = -11 | F = -6 | G = 81 | H = 3 | I = -3.3 | J = 2
> COc1ccc(Oc2c(Cl)cnn(-c3ccc(Cl)c(Cl)c3)c2=O)cc1
  A = 6 | B = -18 | C = 0.7* | D = -3 | E = 35 | F = 0 | G = 1.0* | H = 19 | I = -5.0 | J = -1
> COc1ccccc1NC(=O)C1=C(C)Nc2nc(CCCO)nn2C1c1cccnc1 (stereo not given)
  A = -3 | B = -8 | C = 105 | D = -23 | E = -12 | F = 0 | G = 90 | H = 9 | I = 0.4 | J = 2

Going on with the list.
Abbreviations: A = GALR2 antag; B = Yeast lifespan up; C = PTEN del growth; D = BB579 growth dn; E = E-sel TNF inh; F = Phagocytosis inh; G = HCT116 bCat-KO; H = Measles CPE; I = MRP1 act; J = NPY Y2 blocker
> Cc1cc(C(=O)NNC(=O)c2ccc(S(=O)(=O)N(C)C)cc2)c(C)o1
  A = 4 | B = 4 | C = 96 | D = -30 | E = . | F = -5 | G = 94 | H = 5 | I = 0.4 | J = 3
> COc1cccc(NC(=O)CSC(N)=O)c1
  A = -7 | B = 7 | C = 95 | D = -48 | E = -6 | F = 0 | G = 89 | H = 1 | I = -2.1 | J = -3
> c1ccc(NC2=NCCCCS2)cc1
  A = -3 | B = . | C = 108 | D = -20 | E = 54* | F = . | G = 97 | H = 5 | I = 0.1 | J = 2
> CCCCn1c(-c2ccccc2)nc2c(=O)n(C)c(=O)[nH]c21
  A = -10 | B = -8 | C = 103 | D = -8 | E = 26 | F = 1 | G = 93 | H = 5 | I = -2.8 | J = -3
> Cc1cccc(NC(=O)CN2C(=O)N/C(=C/c3ccc(C)o3)C2=O)c1
  A = 7 | B = 2 | C = 87 | D = -50 | E = . | F = -7 | G = 93 | H = 7 | I = -1.8 | J = 2
> CN=c1sc2ccccc2n1CC(O)COCc1ccco1 (stereo not given)
  A = -18 | B = -20 | C = 104 | D = -15 | E = 23 | F = -1 | G = 92 | H = 9 | I = -2.5 | J = 4
> COC(=O)c1[nH]c2cccc(OC)c2c1NC(=O)CCN1CCC(C(N)=O)CC1
  A = 4 | B = -1 | C = 86 | D = -20 | E = . | F = 0 | G = 93 | H = 12 | I = -2.3 | J = -1
> CC12CCC(C(=O)NCc3ccc4c(c3)OCO4)(C(=O)C1=O)C2(C)C (stereo not given)
  A = -10 | B = 5 | C = 106 | D = -25 | E = 22 | F = -1 | G = 95 | H = 10 | I = -0.9 | J = 0
> COc1ccc(/C=C2\CC/C(=C\c3ccc(OC)c(OC)c3)C2=O)cc1OC
  A = 6 | B = 7 | C = 69 | D = -50 | E = . | F = -13 | G = 58 | H = 6 | I = -1.5 | J = 10
> O=C(Nc1c(F)cc(F)cc1Br)c1ccco1
  A = 10 | B = -6 | C = 100 | D = -5 | E = -6 | F = 0 | G = 97 | H = 9 | I = -1.1 | J = 2
> O=C(/C=N\O)NCCCNCc1ccccc1
  A = 15 | B = 50* | C = . | D = -38 | E = . | F = 0 | G = 85 | H = 1 | I = 0.1 | J = 2
> Cc1cc(C)c2nc(NC(=O)c3cc(C)on3)sc2c1
  A = -1 | B = -10 | C = 101 | D = -40 | E = 25 | F = 1 | G = 105 | H = 16 | I = 0.1 | J = 9
> O=C(CNC(=O)c1ccco1)OCC(=O)c1ccc2c(c1)CCCC2
  A = 11 | B = -10 | C = . | D = -17 | E = . | F = . | G = 104 | H = 3 | I = -1.2 | J = 5
> O=S(=O)(Cc1ccccc1)/C1=C(\N2CCOCC2)CCCCCC1
  A = -8 | B = -4 | C = 90 | D = -17 | E = 12 | F = -3 | G = 96 | H = 13 | I = -3.3 | J = 0
> CCOc1c(/C=C(\C#N)C(N)=O)c2ccccc2n1CC
  A = 8 | B = -6 | C = 79 | D = -44 | E = -12 | F = -8 | G = 85 | H = 24 | I = -3.7 | J = 4

New compounds follow
Order of values – GALR2 antag, Yeast lifespan up, PTEN del growth, BB579 growth dn, E-sel TNF inh, Phagocytosis inh, HCT116 bCat-KO, Measles CPE, MRP1 act, NPY Y2 blocker
Cc1ccc2nc(SCC(=O)N3CCCC3)[nH]c2c1
    -1, -3, 97, 0, ., 0, 86, 3, 0.3, 0
COC(=O)NCC(c1ccco1)N1CCN(c2ccc(F)cc2)CC1 (stereo not given)
    -10, 5, 91, -37, 29, ., 96, 15, -1.4, 1
COc1cccc(OCCCCCN2CCOCC2)c1
    3, 1, 102, -40, -36, 0, 98, 15, -0.6, 4
CCN1CCN(C(c2ccccn2)c2c(NC(=O)c3ccccc3)sc(C)c2C)CC1 (stereo not given)
    13, -12, 60, 14, 12, ., 67, 6, -2.5, 5
CCOC(=O)CC1=CSC2=NS(=O)(=O)CCN12
    4, 0, 102, -68, ., 0, 101, 11, 0.8, 2
CC(C)CC(=O)N1CC(C)N(C(=O)CC(C)C)CC1C (stereo not given)
    3, 6, 87, -24, -2, -3, 86, 4, 0.5, -1
CN1CCN(CCCC(=O)c2ccc(C3CCCC3)cc2)CC1
    -10, -3, 63, -19, -22, -4, 50, 7, -3.5, 11
CCCCc1nnc(NC(=O)CSc2nc(=O)cc(N)n2-c2ccccc2)s1
    -2, -2, 101, -45, 2, ., 94, 34, 3.1, 2
Cn1c2ccccc2c2cc(C(=O)N3CCOCC3)sc21
    9, -20, 101, -17, 26, ., 87, 4, -3.4, 0
CSCC[C@H](NC(=O)OC(C)(C)C)C(=O)N1CCC(C(=O)N[C@H](C(=O)O)C(C)C)CC1
    6, -26, 105, 6, -56, 0, 89, 18, -1.9, 0
OCCSc1nnc(Nc2ccccc2)s1
    -11, -11, 97, -11, ., 1, 96, 2, -0.4, -1
COc1cccc(C(=O)/C=C/Nc2cccc(O)c2)c1
    -1, 7, 60, -32, 6, 0, 60, 27, -1.0, 3
CC(C)(C)c1ccc(C(=O)NC(=S)NCc2cccnc2)cc1
    -6, 7, 73, 3, 13, 2, 65, 10, 0.0, 1
O=C(NCCO)c1ccc2c(c1)S(=O)(=O)c1ccccc1C2=O
    -5, -3, 95, -2, ., -2, 88, 11, -0.3, 1
COc1ccccc1CNC(=O)/C=C/c1cc2c(cc1Br)OCO2
    -2, 2, 87, -29, -27, -2, 84, 0, -3.5, 5
COc1ccccc1C(=O)N(Cc1ccco1)C1CCS(=O)(=O)C1 (stereo not given)
    8, -1, 95, -49, 12, -2, 97, 5, -0.5, -3
Cc1cccc(C(=O)N2CCN(C(=O)c3cccc(C)c3)C(C)C2)c1 (stereo not given)
    -3, -7, 99, -36, -24, ., 93, 6, -0.7, 0
COc1ccc(S(=O)(=O)N2CCC(C(=O)Nc3c(F)cccc3F)CC2)cc1
    5, -7, 101, 15, -17, 0, 109, 22, -1.6, 0
